# Assay outcomes deposited in PubChem by The Scripps Research Institute Molecular Screening Center.
# TTR transcr act = TTR transcription activators in neuroblastoma reporter cells, primary screen, cell-based, luminescence, SH-SY5Y, TTR promoter Gaussia luciferase. hit rate 1.3% among 92,000. 100% = recombinant luciferase protein wells. AID 1117267, 2014. activation, % at 16.7 µM;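 active = activation above the mean of all tested compounds plus 3 SD, cut at about 9.5% in these data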;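 also: cells exposed to compounds for one day before reading; 0% = median of all test compound wells on the plate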
# An asterisk follows results filed as active. Not all compounds are listed (hit frequency here may not be typical).
SMILES | TTR transcr act
O=C(Cc1ccc(Nc2nc3ccc(Br)cc3[nH]2)cc1)NCCc1cccs1 | -4.6
CCCCc1nc2sc3c(=O)[nH]cnc3c2c2c1CCCC2 | 0.2
COc1cc(C2NC(=O)NC(C)=C2C(=O)OCC2CCCCC2)cc(Cl)c1O (stereo not given) | 0.1
S=C(Nc1ccccc1Cl)N1CCN(Cc2ccccc2)CC1 | 2.4
COc1ccc(NC(=O)C2CCC2)cc1S(=O)(=O)N1CCOCC1 | 2.9
COc1ccc(-[n+]2c(C)cc(/C=C3\Sc4ccccc4N3C)cc2C)cc1 | -6.6
COc1ccccc1N1CCN(C(=O)C2=CC=CN3CCS(=O)(=O)N=C23)CC1 | 1.0
COc1ccc(NC(=O)N(C)C[C@H]2Oc3ccc(NC(=O)Nc4c(C)noc4C)cc3C(=O)N([C@H](C)CO)C[C@H]2C)cc1 | 3.6
COc1ccc(C(=O)Oc2cc(/C=N/NS(=O)(=O)c3ccc(C)cc3)ccc2OC)cc1 | -0.6
CCCC(=O)Nc1nnc(-c2ccc(Cl)s2)o1 | 2.3
O=c1c2ccccc2ncn1CCCSc1ccccc1 | 3.6
CC(=O)Nc1cc(S(=O)(=O)Nc2ccccc2C)c(C)cc1C | 6.4
CC1CCc2c(C(=O)Nc3ccccn3)csc2C1 (stereo not given) | 0.9
O=c1c2cnn(-c3ccccc3)c2nc(-c2cccs2)n1-c1ccc(Cl)cc1 | 1.2
CCOC(=O)c1cc(NC(=O)Nc2ccc(Br)cc2)c(C)nc1C | -2.4
COc1ccc(CC(=O)O/N=C(\N)c2ccccn2)cc1OC | -0.2
O=C(OCC#CCSc1nnc(-c2cccc3ccccc23)o1)c1ccccc1F | 2.4
O=C(/C=C/c1ccc(Cl)cc1)Nn1c(-c2cccs2)nc2ccccc2c1=O | -1.4
CS(=O)(=O)c1ccc(-c2nnn(CC(=O)N3CCCCC3)n2)cc1 | 0.7
O=C(NCc1ccccc1)c1cc2ccc(O)cc2oc1=O | 1.7
CCC(C)NC(=O)Cn1cnc([N+](=O)[O-])c1 (stereo not given) | 0.0
CCN1C[C@@H]2[C@@H]3C(=O)N(C)C(=O)[C@@H]3[C@](C)(C1=O)N2C(=O)c1ccc(Cl)c(Cl)c1 | 0.4
CC(C)Oc1ccccc1/C=N/NC(=O)C1CC1 | 1.0
Cc1nc2c(C)cccn2c1C(=O)N/N=C/c1ccccc1[N+](=O)[O-] | -2.2
Cc1oc(C(C)(C)C)cc1C(=O)Nc1ccc2c(c1)OCO2 | -1.2

# Later entries:
SMILES | TTR transcr act
O=C(CSc1nnc2n(C3CCCC3)c(=O)c3ccccc3n12)N1CCCCCC1 | -2.1
COc1ccc(S(=O)(=O)N(C)C[C@H]2Oc3ccc(NC(=O)Nc4ccc(C(F)(F)F)cc4)cc3C(=O)N([C@H](C)CO)C[C@@H]2C)cc1 | -4.7
CCCNC(=S)N1CCC(C(=O)c2ccc3c(c2)OCCO3)CC1 | -1.7
COc1ccc(C2c3cc4c(cc3OC(N3CCOCC3)C2C)OCO4)c(OC)c1 (stereo not given) | -0.7
COC(=O)CN1C(=O)[C@H]2[C@@H](c3ccc(C)o3)N3C(=O)CN(Cc4ccccn4)C(=O)[C@@]3(C)[C@H]2C1=O | -3.8
Cc1[nH]c(=O)[nH]c(=O)c1NS(=O)(=O)c1ccc2c(c1)CCCC2 | -1.4
CCC1(c2ccc(F)cc2)NC(=O)NC1=O (stereo not given) | -0.4
COc1cc(CNCCNCC(C)O)ccc1OCc1ccc(Cl)nc1 (stereo not given) | -0.9
CCn1nc(C(=O)Nc2nc3ccc(C)cc3s2)c2ccccc2c1=O | -1.4
COc1cc2c(cc1OC)C(c1cccc(Br)c1)NC(=O)C2 (stereo not given) | -1.3
O=C(c1ccc(-c2ccccc2)cc1)C1CCCN(C(=O)Cn2cncn2)C1 (stereo not given) | -2.6
CCCCc1ccc(NC(=O)c2cnccn2)cc1 | -0.8
CCOc1ncccc1C(=O)Nc1c(C)n(C)n(-c2ccccc2)c1=O | -0.1
CC(C)c1nnc(SCC(=O)NCc2ccc3c(c2)OCO3)n1C | 0.3
CCOC(=O)N1CCN(C(=O)C[C@@H]2C[C@]3(C(=O)OCC)CCC4=C3N(CCC4)C2=O)CC1 | 0.6
O=S(=O)(NCc1ccccc1Br)c1ccccc1Br | 14.0*
COC(=O)c1sccc1NC(=O)CC1C(=O)NCCN1C(=O)Nc1cc(Cl)ccc1OC (stereo not given) | 1.5
O=c1oc(-c2ccc(Cl)c(Cl)c2)nn1-c1ccc(C(F)(F)F)cn1 | 0.9
CN1CCN(NS(=O)(=O)c2ccc(Cl)cc2)CC1 | 2.6
Oc1cccc2c(-c3nn[nH]n3)ccnc12 | 0.2
O=C(NCc1nc(-c2ccccc2)no1)c1cccs1 | -1.6
COc1ccc(NC(=O)N(C)C[C@@H]2OCc3cnnn3CCCC(=O)N([C@@H](C)CO)C[C@H]2C)cc1 | -0.5
CN1CCN(S(=O)(=O)c2cc([N+](=O)[O-])ccc2Cl)CC1 | -0.1
Cn1c(SCc2cccc(Br)c2)nnc1-c1ccncc1 | -0.7
C[C@]12c3[nH]c4ccccc4c3CCN1C(=O)C(CC(=O)NCc1ccco1)C[C@@H]2C(=O)N1CCOCC1 (stereo not given in full) | -1.6

# Next section.
SMILES | TTR transcr act
CCCc1cc(C(=O)N2CCCC(N3CCN(c4ccc(F)cc4)CC3)C2)no1 (stereo not given) | 2.7
CCC(=O)NC(=S)Nc1ccc2oc(-c3ccc(OC)cc3)nc2c1 | 0.7
FC(F)(F)c1cccc(NC(=S)NCCN2CCOCC2)c1 | -1.0
CCCCCC(=O)N1C[C@@H](n2cc(C3CC3)nn2)[C@H](O)C[C@@H]1c1ccc(C)cc1 | 0.1
CCOc1ccc(Oc2c(/C=N/NC(=O)C3CC3)c(C)nn2-c2ccccc2)cc1 | -3.9
CCN1CCN(Cc2ccc(NC(=O)c3ccc(C)c(NC(=O)c4cccc5[nH]ccc45)c3)cc2C(F)(F)F)CC1 | -1.7
COc1ccc(Cc2nnc(SCC(=O)NCc3ccco3)o2)cc1 | 1.9
O=C(CCc1ccccc1)Nc1nnc(-c2ccccn2)o1 | 1.4
CC(C)Cn1cc(C(=O)N2CCOCC2)c2c3ccccc3n(C)c2c1=O | -1.4
O=C(CCN1C(=O)c2cccc3cccc(c23)C1=O)N1CCOCC1 | -0.8
COC(=O)c1nnn(CC(=O)NC(=O)Nc2ccccc2)c1C(=O)OC | 0.0
CCS(=O)(=O)c1nc(S(=O)(=O)c2ccc(C)cc2)c(N2CCC(C)CC2)s1 | 3.3
O=Cc1ccccc1OCCOc1ccccc1C=O | -2.2
CCC(=O)c1ccc(OC)c(OC)c1OCc1ccccc1 | 8.0
CC(=O)c1ccc(-n2nnnc2SCC(=O)N2CCN(C(=O)c3ccco3)CC2)cc1 | 4.3
Nc1nnc(CCc2ccccc2)s1 | -0.1
Cc1nc(-c2ccc(S(=O)(=O)Nc3cccc(S(N)(=O)=O)c3)s2)cs1 | 5.2
Cc1ccc(S(=O)(=O)N2C[C@H]3C(=O)C[C@@H](c4ccc(Cl)cc4)N(S(=O)(=O)c4ccc(C)cc4)[C@H]3C[C@H]2c2ccccc2)cc1 | 0.1
CCC(C(=O)Nc1cccnc1Cl)c1ccccc1 (stereo not given) | -1.1
C=CCn1c(C)cc(C(=O)CSc2nc3ccccc3[nH]2)c1C | -3.2
COc1ccccc1Nc1nnc(SCC(=O)Nc2cc(C)on2)s1 | 9.6
CCc1cc(C(=O)NNC(=S)Nc2ccccc2C)cs1 | 1.4
c1ccc2c(c1)nc(NCc1ccc3c(c1)OCO3)n2CCN1CCOCC1 | -0.5
CC1CCCC(NC(=O)COC(=O)CCc2ccccc2)C1C (stereo not given) | -1.1
CS(=O)(=O)N(CC(=O)NCc1ccccc1Cl)c1cccc([N+](=O)[O-])c1 | 1.7

# Later entries:
SMILES | TTR transcr act
O=C(O)c1ccc(OCC2CCCO2)cc1 (stereo not given) | 1.0
COC(=O)Nc1ccc(Cc2ccncc2)cc1 | 0.9
Cc1cc(C)c2c(CN3CCN(Cc4ccc5c(c4)OCO5)CC3)cc(=O)oc2c1C | -0.8
CCN1CCCCC(NC(C)=O)C1=O (stereo not given) | -0.4
O=C(CCN1C(=O)c2ccc(Br)cc2C1=O)NC1CCCCC1 | 0.6
Cc1cccc(NC(=O)C2CC(=O)N(c3ccccc3)C2)c1C (stereo not given) | -2.2
Cn1nc(C(=O)NCc2cccc(Cl)c2)c2c1-c1ccccc1S(=O)(=O)C2 | 0.7
O=C(NC(=S)N1CCCCC1CO)c1cc(Br)ccc1Cl (stereo not given) | 0.3
C=CCN(c1ccc(C(=O)NC(C)C)cc1)S(C)(=O)=O | -1.5
CSc1nc(-c2ccc(Cl)cc2)c(C#N)c(=O)[nH]1 | 0.2
COc1ccc(Cn2ccnc2SCC(=O)Nc2ccccc2)cc1 | 3.6
CCCCCNC(=O)CSC1=N/C(=C\c2ccc(Cl)c(Cl)c2)C(=O)N1CC | 2.8
Cc1ccc(S(=O)(=O)N2CCN(C(=O)CN3C(=O)NC4(CCOc5ccccc54)C3=O)CC2)cc1 (stereo not given) | 2.9
C[N+]1=C(/C=C/Nc2ccccc2Cl)C(C)(C)c2ccccc21 | -0.5
CC1=C(C(=O)N(C(C)C)C(C)C)CC(CC(=O)NCCCN(C)C)C(=O)N1Cc1ccccc1 (stereo not given) | 0.5
Cc1cc([N+](=O)[O-])nn1CC(=O)NCc1ccccc1 | 8.9
CCc1ccc(NC(=O)C(=O)NCCOc2ccccc2Cl)cc1 | 2.6
COc1ccccc1N(CC(=O)NC1CCCC1)S(=O)(=O)c1cccc(C(F)(F)F)c1 | -1.3
CCN(CC)S(=O)(=O)c1ccc(N2CCOCC2)c(C(=O)O)c1 | 2.6
Cc1ccc(S(=O)(=O)N2CCCCC2)cc1NC(=O)COC(=O)c1c(F)cccc1F | -0.3
Cc1ccc(N(C)S(=O)(=O)c2cccc(C(=O)Nc3nc4ccccc4[nH]3)c2)cc1 | -3.4
O=C(CN1CCN(S(=O)(=O)c2ccc(F)cc2)CC1)Nc1ccc2c(c1)OCO2 | 8.5
CCOC(=O)c1cc(-c2ccccc2)n(CC(=O)O)c1C | 10.7*
c1ccc(-c2nc(SCc3nc4ccccc4[nH]3)c3oc4ccccc4c3n2)cc1 | -3.9
CC1CCC(C(C)C)C(OC(=O)Cn2c(-c3ccc(Cl)cc3)[n+](C)c3ccccc32)C1 (stereo not given) | -5.2

# Next structures follow:
SMILES | TTR transcr act
Cc1ccc(C(=O)N(Cc2cccnc2)Cc2cc3cc(C)ccc3n3nnnc23)cc1 | -1.2
CC(=O)N1CCC(C(=O)N2c3ccccc3N=C(c3ccc(C(F)(F)F)cc3)C2C(=O)NC(C)C)CC1 (stereo not given) | -0.2
COc1ccc(CNC(=O)Cn2nc(C(F)(F)F)c(Br)c2C)cc1 | 0.5
Nc1c(N(CCO)C(=O)/C=C/c2ccco2)c(=O)[nH]c(=O)n1Cc1ccccc1 | 0.7
O=C(O)Cc1ccc2ccc3ccccc3c2c1 | 1.5
Cc1cccc(-n2cnc(C(=O)NNC(=S)Nc3ccc(Cl)cc3)c2)n1 | -3.2
CC(C)c1ccc(C(=O)N2CCN(c3cnn(C)c(=O)c3Cl)CC2)cc1 | -0.9
O=C(Nc1c(C(=O)Nc2ccc3c(c2)OCCO3)cnn1-c1ccccc1Cl)c1ccco1 | -0.4
CCOC(=O)/C=c1/s/c(=C/c2ccc3cc(OC)ccc3c2)c(=O)n1CC(=O)NCC1CCCO1 (stereo not given) | 2.0
Cc1cccc(NC(=O)CSc2nnc(CNC(=O)c3cccs3)o2)c1C | -0.8
CCCCn1c(N)c(N(CCOC)C(=O)c2nn(CC)c(=O)c3ccccc23)c(=O)[nH]c1=O | -1.2
O=C(O)c1cccc2c1/C(=N/O)c1ccccc1-2 | -0.1
CC(=O)N1CCN(S(=O)(=O)c2cccc(C(=O)NC3CCC(C)CC3)c2)CC1 (stereo not given) | -0.1
O=C1NC(Cc2ccccc2)C(=O)N1Cc1cc([N+](=O)[O-])cc2c1OCOC2 (stereo not given) | -0.9
COc1ccc(Nc2nnc(SCC(=O)Nc3ccc4[nH]c(=O)[nH]c4c3)s2)cc1 | -1.0
CCn1c(=O)cc(SCC(=O)NCCN2CCN(Cc3ccccc3)CC2)c2ccccc21 | 0.7
Cc1ccc(NC(=S)NCCc2c[nH]c3ccccc23)c(C)c1 | 6.2
C=CC[C@@H](CC(=O)N[C@H](CO)Cc1ccccc1)C(=O)N[C@H](C)COC(=O)[C@@H](CC=C)CC(=O)OC(C)(C)C | -1.8
Cc1nn(-c2ccccc2)c2nc(C(Cl)(Cl)Cl)[nH]c(=O)c12 | 0.0
O=C(NCc1nc2ccccc2[nH]1)C1=C[C@@H](c2csc3ccccc23)C[C@@H](OCc2ccc(CO)cc2)O1 | -2.3
Cc1sc2ncnc(-n3nnc4ccccc43)c2c1C | 0.1
CCNc1nc(NCC)nc(Oc2ccc(N)cc2)n1 | 0.4
Cc1ccc(OCCCCNC(C)c2ccccc2)c(C)c1 (stereo not given) | -0.7
Cn1ccc2c(N(Cc3ccccc3)Cc3ccccc3)cc3c(c21)C1CCC3O1 (stereo not given) | -1.0
CS(=O)(=O)N(CC(=O)N1CCN(Cc2ccccc2)CC1)c1ccc(F)cc1 | 2.8
COc1ccc(N=C2SCC(c3ccc([N+](=O)[O-])cc3)=NN2CCO)cc1 | -0.8

# Not a retest: an excerpt of the list.
SMILES | TTR transcr act
C=CC[C@@H](CC(=O)N[C@H](CO)Cc1ccccc1)C(=O)N[C@H](C)COC(=O)[C@@H](CC=C)CC(=O)OC(C)(C)C | -1.8
Cc1nn(-c2ccccc2)c2nc(C(Cl)(Cl)Cl)[nH]c(=O)c12 | 0.0
O=C(NCc1nc2ccccc2[nH]1)C1=C[C@@H](c2csc3ccccc23)C[C@@H](OCc2ccc(CO)cc2)O1 | -2.3
Cc1sc2ncnc(-n3nnc4ccccc43)c2c1C | 0.1
CCNc1nc(NCC)nc(Oc2ccc(N)cc2)n1 | 0.4
